High-throughput results as filed in PubChem.
NPY Y1 blocker – NPY-Y1 (human) receptor antagonism; AID 1040; P25929; actives 1% (n = 200,000); inhibition, % at 3.6 µM; HEK293-CNG Y1 cells, membrane potential fluorescence; NPY at EC95, then isoproterenol;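 active = inhibition above the campaign mean inhibition of all tested compounds plus 3 SD, cut at about 20% in these data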;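 also: 0% = DMSO wells given NPY plus isoproterenol and 100% = isoproterenol alone without NPY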
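Material: Y1- and CNG-channel-expressing HEK293 cells / Probe or stimulus: NPY 25 nM then isoproterenol 1 µM plus Ro 20-1724 25 µM / Doses: 3.6 µM single dose, DMSO 0.4% / Schedule: compound incubation 1 h at room temperature, readout 45 min post-stimulation / Signal: membrane potential fluorescence / Benchmarks: isoproterenol-only wells as full block versus NPY-plus-isoproterenol wells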
p97 ATPase inh – human p97 ATPase inhibition; actives 0.42% (n = 220,000); recombinant p97 ATPase, Kinase-Glo ATP luminescence, 3 h; AID 1481; inhibition, % at 8 µM; P55072; in the data active = inhibition above about 15%;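 also: 0% = DMSO vehicle and 100% = wells lacking enzyme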
Runt-SMMHC FRET – inhibitors of human RUNX1 Runt domain binding to CBFb-SMMHC. Q01196+Q13951. Cerulean-Runt/Venus-CBFb-SMMHC FRET ratio 530/480, 1 h. inhibition, % at 20 µM. actives 0.74% (n = 220,000). AID 1434;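 active = mean inhibition across duplicate retests at 20 µM reaching about 50%, limit read from the data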;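 also: 0% = DMSO wells and 100% = wells with excess untagged CBFb-SMMHC; inhibitors lower the FRET ratio by blocking Runt binding to CBFb-SMMHC; some results filed as inactive read as strong as hits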
RBBP9 inhibitor – blocks human serine hydrolase RBBP9 | actives 0.2% (n = 220,000) | O75884 | recombinant RBBP9, FP-Rh probe fluorescence polarization | inhibition, % at 7.94 µM;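 active = inhibition above the campaign mean of all tested compounds plus 3 SD, cut at about 14% in these data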;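 also: plate controls were DMSO wells with RBBP9 for no effect and wells lacking RBBP9 protein for full effect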
Target sequence (O75884 whole entry, looked up): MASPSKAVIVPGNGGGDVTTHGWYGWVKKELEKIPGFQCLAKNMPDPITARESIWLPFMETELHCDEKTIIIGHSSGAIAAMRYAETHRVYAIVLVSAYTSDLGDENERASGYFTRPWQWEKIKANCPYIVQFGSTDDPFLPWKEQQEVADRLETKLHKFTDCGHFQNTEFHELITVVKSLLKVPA
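System: RBBP9 protein / Buffer or medium: Tris/NaCl buffer pH 8.0 with 0.1% Pluronic / Probe or stimulus: Serine-hydrolase probe FP-Rh, 375 nM pre-mixing / Dosing: 7.94 µM single dose, 0.794% DMSO / Times: enzyme-compound preincubation 30 min, then probe labeling 45 min, 25 °C / Technique: fluorescence polarization (mP), excitation 525 nm, emission 598 nm / Replication: singlicate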
NPY2 pot ag – potentiators or agonists of human neuropeptide Y receptor Y2. P49146. actives 0.45% (n = 220,000). AID 1359. activation, % at 3.6 µM. cells expressing NPY-Y2, potentiator/agonist read-out; in the data active = activation above about 27%;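 also: cells stimulated with NPY near EC25 plus isoproterenol at EC100; 0% = vehicle plus submaximal agonist and 100% = vehicle plus saturating agonist; some results beyond the cut were filed as inactive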
Target sequence (P49146 whole entry, looked up): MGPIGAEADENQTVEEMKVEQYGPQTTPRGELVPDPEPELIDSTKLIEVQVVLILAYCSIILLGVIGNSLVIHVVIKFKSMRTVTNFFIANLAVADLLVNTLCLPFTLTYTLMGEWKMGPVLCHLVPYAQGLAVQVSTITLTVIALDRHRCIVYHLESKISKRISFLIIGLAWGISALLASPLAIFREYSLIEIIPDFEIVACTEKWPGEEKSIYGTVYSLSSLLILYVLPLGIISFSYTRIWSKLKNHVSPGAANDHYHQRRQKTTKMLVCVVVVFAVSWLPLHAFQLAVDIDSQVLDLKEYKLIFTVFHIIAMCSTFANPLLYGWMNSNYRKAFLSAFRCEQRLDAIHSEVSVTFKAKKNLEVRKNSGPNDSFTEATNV
MDM2 E3 inh – inhibitors of human Mdm2 E3 ubiquitin ligase. cell-based MDM2 ubiquitination luciferase reporter, 2 h; 0 = plate control, 100 = twice control, blank-subtracted. signal enhancement, % at 5 µM. actives 0.11% (n = 210,000). Q00987;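 active = signal enhancement of 30% or more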;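 also: luminescence tracks abundance of the self-degrading MDM2-luciferase fusion protein; higher signal means inhibition of MDM2 E3 ligase activity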
Target sequence (Q00987 whole entry, looked up, the tested form may be a part): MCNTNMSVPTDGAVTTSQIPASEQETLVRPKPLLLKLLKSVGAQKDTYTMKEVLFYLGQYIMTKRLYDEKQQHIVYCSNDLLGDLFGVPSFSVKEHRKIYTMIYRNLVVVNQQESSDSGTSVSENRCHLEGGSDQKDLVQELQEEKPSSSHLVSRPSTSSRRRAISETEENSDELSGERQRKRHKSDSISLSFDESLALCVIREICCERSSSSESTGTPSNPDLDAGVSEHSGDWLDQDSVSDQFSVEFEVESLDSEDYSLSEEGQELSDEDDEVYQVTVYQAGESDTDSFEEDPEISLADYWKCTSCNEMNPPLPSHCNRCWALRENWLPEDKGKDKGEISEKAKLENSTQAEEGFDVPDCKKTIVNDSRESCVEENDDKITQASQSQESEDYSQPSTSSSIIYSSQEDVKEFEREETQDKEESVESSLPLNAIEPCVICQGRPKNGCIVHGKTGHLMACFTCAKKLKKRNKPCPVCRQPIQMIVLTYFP
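Timing – 2 h compound exposure at 37 °C · Assay system – mammalian cells stably expressing self-ubiquitinating, self-degrading MDM2 E3–luciferase fusion · Amount – 2000 cells seeded into each well · Measure – % luminescence enhancement versus blank-corrected plate control mean · Measured by – SteadyLite luminescence, 15 min reagent step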
Hck Nef HTS – blocks Nef-activated human Hck kinase; Recombinant Hck-YEEI plus Nef, Z-Lyte FRET kinase assay; inhibition, % at 20 µM; actives 0.68% (n = 220,000);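 active = Hck-Nef kinase inhibition above about 50%, limit read from the data; inactive = inhibition below that limit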;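 also: 0% = DMSO with Hck plus Nef and 100% = Hck alone without Nef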
NPY-Y1 PAM-ag – potentiators or agonists of human neuropeptide Y receptor Y1. actives 0.37% (n = 220,000). AID 1304. NPY-Y1 expressing cells, potentiator/agonist activation. P25929. activation, % at 3.6 µM; in the data active = activation above about 33%, passing the limit was not always enough;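 also: cells stimulated with NPY at EC10 then isoproterenol at EC100; 0% = low agonist plus stimulus and 100% = saturating agonist plus stimulus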
Runt-CBFb FRET – Runt domain-CBFb interaction inhibition | Q01196+Q13951 | Cerulean-Runt/Venus-CBFb FRET ratio 530/480, 1 h | inhibition, % at 20 µM | actives 0.46% (n = 220,000) | AID 1496;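 active = inhibition over about 50% at 20 µM in the single-dose screen, limit read from the data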;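 also: 0% = DMSO wells and 100% = excess unlabeled CBFb competitor control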
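test system = Cerulean-Runt domain fusion protein, energy donor | probe or stimulus = Venus-CBFb binding partner, 100 nM | incubation = two 1 h room-temperature incubations shielded from light | detection = fluorescence energy transfer, 422 nm excitation, 530/480 nm emission | measure = loss of energy transfer signal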
An asterisk follows results filed as active; · = not tested or not shown.

Screens in order: NPY Y1 blocker, p97 ATPase inh, Runt-SMMHC FRET, RBBP9 inhibitor, NPY2 pot ag, MDM2 E3 inh, Hck Nef HTS, NPY-Y1 PAM-ag, Runt-CBFb FRET
O=C(/C=C/Nc1cccc(C(F)(F)F)c1)c1ccc(Oc2ncccn2)cc1
 : -7, 1, 7, -3, 21, -24, 1, 35, -8
CC(O)Cc1cn([C@@H](CCCCN)C(=O)N2CCNCC2)nn1 (stereo partly specified)
 : -3, 2, -3, -4, -25, ·, -5, -6, -1
COc1ccc(CN(C(=O)CO/N=C/c2ccccc2)c2ccccc2C(=O)O)cc1
 : 11, 0, -2, -4, -36, 1, 4, -35, -1
CC(=O)Nc1ccc(C(=O)Nc2cc(C(F)(F)F)ccc2-n2cnc3ccccc32)cc1
 : -2, -4, 14, -8, 5, -7, 2, -26, -8
Cc1ccc(-c2n[nH]c(=S)n2/N=C/c2c(C)[nH]n(-c3ccccc3)c2=O)cc1
 : 0, -2, 11, 5, -10, -22, 11, 13, 8
COc1ccccc1NC(=O)C1CCCN1C(=O)NCc1ccccc1 (stereo unspecified)
 : 2, 7, -3, -2, 2, -18, 1, 13, 1
CC(=O)Nc1ccc(N2C(=O)CC(N3CC(C)OC(C)C3)C2=O)cc1 (stereo unspecified)
 : -10, 0, -2, -10, 5, -15, 0, -4, 0
O=C(NNc1nc2c(F)cccc2s1)C1=COCCO1
 : 7, 6, 4, -8, 13, -15, -4, 11, 3
O=C(CSc1nc2ncccc2[nH]1)Nc1ccc2c(c1)OCO2
 : ·, 6, -2, 3, -16, -8, 3, 4, 1
CC(=O)NCc1ccc(C(=O)CCl)s1
 : -4, 7, 0, -1, 6, 4, 26, 16, -2

Results in RBBP9 inhibitor and MDM2 E3 inh, for seven of the compounds above:
structure | RBBP9 inhibitor | MDM2 E3 inh
COc1ccc(CN(C(=O)CO/N=C/c2ccccc2)c2ccccc2C(=O)O)cc1 | -4 | 1
CC(=O)Nc1ccc(C(=O)Nc2cc(C(F)(F)F)ccc2-n2cnc3ccccc32)cc1 | -8 | -7
Cc1ccc(-c2n[nH]c(=S)n2/N=C/c2c(C)[nH]n(-c3ccccc3)c2=O)cc1 | 5 | -22
COc1ccccc1NC(=O)C1CCCN1C(=O)NCc1ccccc1 (stereo unspecified) | -2 | -18
CC(=O)Nc1ccc(N2C(=O)CC(N3CC(C)OC(C)C3)C2=O)cc1 (stereo unspecified) | -10 | -15
O=C(NNc1nc2c(F)cccc2s1)C1=COCCO1 | -8 | -15
O=C(CSc1nc2ncccc2[nH]1)Nc1ccc2c(c1)OCO2 | 3 | -8

(next part)
Screens in order: NPY Y1 blocker, p97 ATPase inh, Runt-SMMHC FRET, RBBP9 inhibitor, NPY2 pot ag, MDM2 E3 inh, Hck Nef HTS, NPY-Y1 PAM-ag, Runt-CBFb FRET
O=C(/C=C/c1ccc(Cl)c([N+](=O)[O-])c1)NCc1cccnc1
 : -4, -1, ·, 6, -5, ·, -1, 16, ·
Cc1c(NC(=O)CC(O)(C(F)(F)F)C(F)(F)F)c(=O)n(-c2ccccc2)n1C
 : -3, 7, -1, 6, 14, -15, 0, -2, 3
COc1ccc(NC(=O)c2cc(C(C)C)on2)c(OC)c1
 : 7, -1, 1, -4, -2, -21, 24, -20, -1
Cc1ccccc1C(=O)NCCN1CCOCC1
 : -5, 4, -24, -9, 1, 5, 16, 15, -8
Cc1nnc(N)nc1C
 : 1, 7, -4, 2, 2, -2, 2, -5, 0
O=C1CC(c2ccccc2)CC2=C1C(c1ccccn1)Nc1ccccc1N2 (stereo unspecified)
 : -4, 6, 0, -4, 7, -23, 1, -12, 3
COc1ccc(-c2cnnc(N/N=C/c3ccc(C)o3)n2)cc1
 : 0, 4, 0, -5, -11, 0, 11, 7, 3
S=C(NCc1ccncc1)Nc1ccccc1
 : 8, 2, -4, -6, -9, 3, -1, -13, -1
CCN1CCN(CCCN(Cc2ccco2)C(=S)Nc2cc(Cl)ccc2C)CC1
 : 3, 6, 17, -4, 5, 0, 15, -6, 14
N#Cc1nccnc1S(=O)(=O)c1cccs1
 : ·, 5, 11, -1, -6, -18, -5, 21, 16
C=CCOC(=O)C1=C(C)NC(C)=C(C(=O)OCC=C)C1/C=C/c1ccccc1
 : 1, -5, 11, -6, -6, 16, 10, -3, ·
N#C/C(=C\c1cccc(OC(=O)c2cccs2)c1)C(N)=O
 : -3, 4, 6, -13, 20, 7, 12, 7, 4
N#Cc1ccccc1NC(=O)CSc1nnc(-c2ccccc2O)n1-c1ccccc1
 : 3, -1, -1, -7, -3, -5, 2, -3, -1
CS(=O)(=O)N(CC(=O)NCc1ccco1)c1ccc2c(c1)OCO2
 : -1, -2, -1, 2, -12, 3, 7, -24, 0
CC(C)(C)OC(=O)N1CCC(C(N)=O)CC1
 : -3, 8, 0, -4, 21, -29, -4, 10, 0
Cc1cc(=O)n(CNC(=O)c2ccccc2)c(=S)[nH]1
 : 3, -6, 0, -7, -19, -7, -1, -1, 2
O=C(/C=C/Nc1ccccc1F)c1cccs1
 : 3, -4, -3, -7, 1, -63, 3, -18, -2
CCOc1ccc2c(c1)n([O-])c1c([n+]2=O)CCCC1
 : 0, 5, 6, 3, 11, -6, 12, 2, 23
COc1ccc(OC)c(C2C(C(=O)c3cccs3)=C(O)C(=O)N2c2cc(C)on2)c1 (stereo unspecified)
 : 4, 5, 2, -4, -12, -3, -1, 2, 0
CC(C)(CC(=O)O)CC(=O)Nc1ccc(Cl)c(Cl)c1
 : ·, 4, -1, -3, -26, -16, 12, -51, 2
CCOC(=O)N1CCN(C(=O)COc2ccc(Cl)cc2)CC1
 : 5, 2, 0, 1, 5, -12, 3, 32, 0
CCNC(=S)N(Cc1cc2cccc(C)c2[nH]c1=O)C1CCCC1
 : 3, 4, -2, -4, 4, -5, 2, 3, 8
Cc1ccccc1N=C1NC(=O)/C(=C/c2cccnc2)S1
 : ·, 6, -2, -12, 8, -9, 28, 9, 0
N#Cc1c(-c2c(Cl)cccc2Cl)noc1/C=C/Nc1ccc(C(=O)O)cc1
 : 1, -1, 16, -13, -5, -4, 39, -7, -1
CCSc1nnc([C@@H]2CCCN2C(=O)OC(C)(C)C)o1
 : -1, 1, 4, 3, 6, -9, 0, -9, -2
Cc1ccc2nc(N3CCOCC3)c3nncn3c2c1
 : -3, 4, 0, -6, 15, ·, -7, -20, 1
O=C(NNC(=O)c1ccc(Cl)cc1Cl)c1cccs1
 : 2, 6, -1, 9, -3, -20, 23, -7, 0
O=C(O)c1ccccc1SCc1ccc2c(c1)OCO2
 : 14, 2, 0, 4, -33, -8, 0, -33, 2
COc1cc2nc(N3CCNCC3)nc(N)c2cc1OC
 : 5, 6, 0, -6, 0, -7, 2, -14, 7
CCCCCn1c(CN2CCN(c3cccc(Cl)c3)CC2)nc2c1c(=O)n(C)c(=O)n2C
 : 8, 3, -12, -7, -2, ·, 8, 4, -8

Compounds shown so far with a thiophene ring, fused or not, in the order listed:
Screens in order: NPY Y1 blocker, p97 ATPase inh, Runt-SMMHC FRET, RBBP9 inhibitor, NPY2 pot ag, MDM2 E3 inh, Hck Nef HTS, NPY-Y1 PAM-ag, Runt-CBFb FRET
CC(=O)NCc1ccc(C(=O)CCl)s1
 : -4, 7, 0, -1, 6, 4, 26, 16, -2
N#Cc1nccnc1S(=O)(=O)c1cccs1
 : ·, 5, 11, -1, -6, -18, -5, 21, 16
N#C/C(=C\c1cccc(OC(=O)c2cccs2)c1)C(N)=O
 : -3, 4, 6, -13, 20, 7, 12, 7, 4
O=C(/C=C/Nc1ccccc1F)c1cccs1
 : 3, -4, -3, -7, 1, -63, 3, -18, -2
COc1ccc(OC)c(C2C(C(=O)c3cccs3)=C(O)C(=O)N2c2cc(C)on2)c1 (stereo unspecified)
 : 4, 5, 2, -4, -12, -3, -1, 2, 0
O=C(NNC(=O)c1ccc(Cl)cc1Cl)c1cccs1
 : 2, 6, -1, 9, -3, -20, 23, -7, 0

Remaining list, next part
Screens in order: NPY Y1 blocker, p97 ATPase inh, Runt-SMMHC FRET, RBBP9 inhibitor, NPY2 pot ag, MDM2 E3 inh, Hck Nef HTS, NPY-Y1 PAM-ag, Runt-CBFb FRET
Cc1c(N=Cc2cc(Br)cc(Br)c2O)cccc1C(=O)O
 : -4, 1, -57, 11, -12, -10, 8, -1, -15
CCOC(=O)c1cnc2c(C(F)(F)F)cccc2c1N1CCOCC1
 : 0, 1, -2, 4, 9, -13, 1, 6, -3
CN(C)/C=C/C(=O)c1cc(N2CCOCC2)ccc1[N+](=O)[O-]
 : 2, 6, 2, -6, 12, 2, 20, -5, 7
O=c1[nH]c(=S)[nH]c2[nH]c(=S)[nH]c12
 : 3, 4, 45, 2, 3, -8, -38, -3, 50
N#CCSc1nnc(N)s1
 : -3, -5, -6, -6, -13, -15, -1, 2, 2
COC(=O)NC(Nc1sc2c(c1C(N)=O)CCCC2)(C(=O)OC)C(F)(F)F (stereo unspecified)
 : 1, 3, 2, -4, 9, -2, 4, -4, 11
CCOC(=O)c1cc(-c2ccccc2)n(CC(=O)N2CCCC2)c1C
 : 7, -10, 3, 5, 10, 2, -2, 0, -2
Cc1ccc(NC(=O)c2cccc(NC(=O)CCC(=O)O)c2)cc1C
 : 3, 2, -1, 6, -11, 2, 24, -28, 0
CC(/C=C/c1ccco1)=N/NC(=O)OC(C)(C)C
 : -1, 6, -5, -4, -20, 10, 7, 8, 2
C=CCNC(=O)c1nc2ccccc2s1
 : 4, 2, -6, 8, 8, -3, 11, -7, 0
Cc1ccnc(NS(=O)(=O)c2ccc(NS(=O)(=O)c3ccccc3)cc2)n1
 : 1, 5, 2, -7, 3, 5, 11, -5, 0
CCOc1cc(/C=N/NC(=O)COc2nc(C)cc(COC)c2C#N)ccc1O
 : 5, -1, 4, -13, 2, -12, 3, 3, 2
COc1cc(SC)ccc1C(=O)OCC(=O)NC1CCCCC1
 : 6, -7, 1, -12, -4, -12, -7, -29, 0
CCOC(=O)N1CCN(C(=O)c2cccn3c(=O)c4cc(Cl)ccc4nc23)CC1
 : -1, 0, -8, -4, -6, -3, 2, 0, 3
O=c1cc(O)c2c(=O)n(-c3ccccc3)c3c(c2o1)CCCCCC3
 : -6, 7, 6, 3, 9, -2, 8, 6, -5
O=C(O)c1ccc2c(=O)n(-c3ccccc3F)c(=S)[nH]c2c1
 : 7, -4, 2, -6, 3, -4, -3, -4, ·
